Giardia killer – kills Giardia lamblia; Giardia lamblia trophozoite viability; hit rate 0.15% among 340,000; activity change, % at 7.66 µM, hits read low; AID 540267; in the data active = activity change below about -80%; inconclusive = between about -30% and that limit;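 also: parasites exposed to compound for two days anaerobically before the ATP read; % is scaled to controls: 0 for no effect and ±100 for the full control effect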
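Trophozoites 100 cells/well + cpd; 48 hrs, 37 deg C, anaerobic. ATPLite 1-Step added, 15-30 min RT, luminescence read (ATP-based viability).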
PKM2 act – increases activity of human pyruvate kinase M2; P14618; purified PKM2, Kinase-Glo ATP luminescence, activation; response scale: 0% is enzyme alone, no compound; Potency, µM (top dose mostly 57.5 µM), for the others: at the highest dose activation, actives largely listed as activators; hit rate 0.34% among 260,000; AID 1631; also: potency is read from the fitted curve at half-maximal effect; % is scaled to controls: 0 for no effect and ±100 for the full control effect; nearly all actives have a fitted effect of over 55% in size
Target sequence (P14618 whole entry, looked up): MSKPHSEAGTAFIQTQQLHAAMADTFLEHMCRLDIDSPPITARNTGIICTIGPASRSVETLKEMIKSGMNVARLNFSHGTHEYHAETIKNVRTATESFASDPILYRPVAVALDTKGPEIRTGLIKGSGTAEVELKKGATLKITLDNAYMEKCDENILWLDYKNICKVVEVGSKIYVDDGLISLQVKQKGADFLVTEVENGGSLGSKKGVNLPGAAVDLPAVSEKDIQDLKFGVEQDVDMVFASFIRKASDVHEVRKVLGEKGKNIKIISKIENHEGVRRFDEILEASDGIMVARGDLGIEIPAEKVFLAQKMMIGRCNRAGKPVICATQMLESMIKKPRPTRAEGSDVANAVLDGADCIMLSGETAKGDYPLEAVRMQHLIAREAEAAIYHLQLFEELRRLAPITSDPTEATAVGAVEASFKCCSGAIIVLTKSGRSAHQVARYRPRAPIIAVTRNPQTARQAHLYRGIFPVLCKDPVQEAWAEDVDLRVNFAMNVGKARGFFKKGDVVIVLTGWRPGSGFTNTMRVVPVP
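Purified hPK-M2 (>95% pure) converted ADP (0.1 mM final) to ATP with 0.5 mM PEP in 50 mM imidazole pH7.2, KCl, MgCl2, Tween 20, BSA; 1 h at room temperature. ATP detected by Kinase-Glo luminescence.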
TRPV1 ag – activates the human vanilloid receptor TRPV1 | AID 540275 | TRPV1-expressing cells, Fluo-8 calcium influx, agonist mode | hit rate 0.19% among 320,000 | activation, % at 8.33 µM; in the data active = activation above about 80%; inconclusive = between about 30% and that limit; also: 0% is about no effect
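TRPV1-expressing cells were cultured overnight at 35.5C and loaded with Fluo-8 calcium dye for 40 to 90 min at room temperature. After a 10 s baseline, compound was added and calcium influx was read kinetically for 3 min (ex 480/em 520 nm).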
USP2a inh – blocks human ubiquitin-specific protease USP2a. USP2 core, Ub-CHOP2 coupled fluorogenic reporter, 485/531. Potency, µM (top dose mostly 38.3 µM), for inactives: at the top dose activity change, negative = inhibition, most hits filed as inhibitors. hit rate 0.01% among 330,000. AID 463254;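 also: potency is read from the fitted curve at half-maximal effect; plate controls were DMSO wells for no effect and full inhibition by NEM control for full effect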
Target sequence (O75604 whole entry, looked up): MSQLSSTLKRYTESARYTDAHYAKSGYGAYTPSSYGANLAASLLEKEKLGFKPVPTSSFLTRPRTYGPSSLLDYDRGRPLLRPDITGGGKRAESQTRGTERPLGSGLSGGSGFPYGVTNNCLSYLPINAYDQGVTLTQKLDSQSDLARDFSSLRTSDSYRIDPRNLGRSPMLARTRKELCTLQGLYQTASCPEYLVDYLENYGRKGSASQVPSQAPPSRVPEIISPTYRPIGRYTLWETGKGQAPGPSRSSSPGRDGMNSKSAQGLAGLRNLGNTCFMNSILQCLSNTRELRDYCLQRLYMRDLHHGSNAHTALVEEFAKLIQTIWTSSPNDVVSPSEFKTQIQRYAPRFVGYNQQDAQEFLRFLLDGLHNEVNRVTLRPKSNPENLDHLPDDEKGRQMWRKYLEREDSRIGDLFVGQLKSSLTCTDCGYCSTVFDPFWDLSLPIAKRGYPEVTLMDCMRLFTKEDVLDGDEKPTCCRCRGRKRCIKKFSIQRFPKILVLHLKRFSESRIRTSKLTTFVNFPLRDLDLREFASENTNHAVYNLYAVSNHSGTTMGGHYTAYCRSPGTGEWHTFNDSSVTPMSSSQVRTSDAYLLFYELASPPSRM
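USP2 core (10nM final) preincubated 30min RT with compound in 20mM Tris-HCl pH 8.0, 2mM CaCl2, 2mM beta-mercaptoethanol, 0.05% CHAPS; 25nM Ub-CHOP2 plus 25nM reporter substrate added, fluorescence (Ex485/Em531) read after 60min.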
B2AR arrestin – agonists driving beta-arrestin recruitment to human beta2-adrenergic receptor. P07550. Potency, µM (doses to about 46.1 µM), for inactives: at the top dose activation, usual class: activators. beta-arrestin recruitment to beta2AR, cell-based reporter. hit rate 0.02% among 330,000;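 also: potency is read from the fitted curve at half-maximal effect; 0% = DMSO controls and full agonism = EC100 isoproterenol or metaproterenol; nearly all actives have a fitted effect of over 65% in size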
KCNH2 3.1 block – inhibitors of human KCNH2 3.1 potassium channel isoform. U2OS KCNH2 3.1, thallium flux FluxOr; active compounds read low. activity change, % (tested at about 1.8 µM). hit rate 0.95% among 340,000;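 active = maximum activity change below -70%; inconclusive = maximum activity change from -70% to -50%; inactive = maximum activity change above -50%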;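 also: thallium influx rate constant from kinetic fluorescence after stimulation buffer; % is scaled to controls: 0 for no effect and ±100 for the full control effect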
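U2OS cells transduced with KCNH2 3.1 mutant virus (1.77 x 10^8 /mL, 4 h), plated overnight at 37 C, loaded 45 min with FluxOr dye plus Red40 quencher. Thallium flux rate constant from kinetic reads after stimulation buffer, normalised to controls.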
MLL CXXC-DNA inh – inhibitors of human MLL CXXC domain-DNA interaction. Potency, µM (series often up to 115 µM), for inactives: top-dose activity change, negative = inhibition, most hits filed as inhibitors. Q03164. hit rate 0.037% among 290,000. MLL-CXXC / FITC-HOXA9 DNA fluorescence polarization; active = well fitted inhibition curve with a large enough effect in the polarisation, with a control signal flat, not every such curve was filed as active; inconclusive = small, poorly fitted or top-dose-only effect, or effect the other way, or a change in a side signal; inactive = no such curve, though single readings can be large or run the other way; the % refers to the polarisation; also: potency is read from the fitted curve at half-maximal effect
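Steps: dispense CXXC domain solution (7 uM) → pin compounds or unlabeled HOX-A9 DNA control → 5 min ambient → add FLSN-HOX-A9 solution (50 nM) → spin → 30 min ambient → fluorescence polarization. Tris pH 7.5/NaCl/DTT/BSA buffer.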
GALK inh – galactokinase (human) inhibition; Purified GALK, Kinase-Glo residual ATP luminescence; Potency, µM (titrated, usually from 57.5 µM), for the others: top-dose activity change, negative = inhibition, actives largely listed as inhibitors; hit rate 0.007% among 270,000; AID 1868; also: potency is read from the fitted curve at half-maximal effect; % is scaled to controls: 0 for no effect and ±100 for the full control effect
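GALK at 5 nM final was combined with compound, 35 uM ATP and 100 uM galactose in HEPES pH8.0 with MgCl2 and DTT. The reaction ran one hour at room temperature before luminescent ATP detection.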
Menin-MLL TR inh – displaces Texas Red mutant MLL peptide from human menin | Menin + Texas Red MLL mutant peptide, fluorescence polarization | Potency, µM (top dose mostly 61.6 µM), for the others: at the highest dose FP activity change, negative = inhibition, usual class: inhibitors | hit rate 0.23% among 270,000; active = well fitted inhibition curve with a large enough effect in the polarisation, with a control signal flat, not every such curve was filed as active; inconclusive = small, poorly fitted or top-dose-only effect, or effect the other way, or a change in a side signal; inactive = no such curve, though single readings can be large or run the other way; the % refers to the polarisation; also: potency is read from the fitted curve at half-maximal effect; % of control where 0% means no effect; many of its hits are not listed in these tables
KCNH2 WT inh – blocks the wildtype human KCNH2 potassium channel; Q12809; U2OS, BacMam KCNH2, thallium flux FluxOr; active compounds read low; activity change, % at 1.84 µM; hit rate 0.37% among 340,000; AID 720551;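 active = maximum activity change below -70%; inconclusive = maximum activity change between -70% and -50%; inactive = maximum activity change above -50%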; also: % is scaled to controls: 0 for no effect and ±100 for the full control effect
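U2OS cells were transduced with wild-type KCNH2 virus (2.03 x 10^8 / mL) for 4 h at room temperature, then cultured overnight at 37 C. Thallium flux was read with FluxOr dye. Rate constants were normalized to DMSO controls.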
FBPA coupling cs – inhibits coupling enzyme system, counter-screen for aldolase hits; coupling enzyme system counterscreen, AmpLite Red fluorescence; activity change, negative = inhibition, % at 58.2 µM, hits read low; hit rate 0.67% among 290,000; AID 2472; in the data active = activity change below about -30%; also: % is scaled to controls: 0 for no effect and ±100 for the full control effect
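First, compound is pin-transferred into glyceraldehyde-3-phosphate coupling-enzyme reagent at 57.5 uM final and held 10 min at RT. Next, substrate, coupling system and AmpLite Red are added. After 20 min RT, fluorescence (525/598 nm) is read.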
The depositor's hits bear a star; ? = inconclusive; · = no result given; [ ] = another dose, or the depositor's remark. Unless noted, calls follow the shape of the dose curve; as a rule, active = well fitted curve in the direction sought with a large enough effect; inconclusive = small, poorly fitted or top-dose-only effect, or another doubt; inactive = no such curve, though single readings can be large; an effect the other way counts as inactive or inconclusive.

SMILES	Giardia killer	PKM2 act	TRPV1 ag	USP2a inh	B2AR arrestin	KCNH2 3.1 block	MLL CXXC-DNA inh	GALK inh	Menin-MLL TR inh	KCNH2 WT inh	FBPA coupling cs
CN(C)C(CNC(=O)CN1C(=O)NC2(CCCC2)C1=O)c1ccccc1 (stereo not given)	-4.1	·	-3.8	-6.1%	0.1%	3.1	·	·	·	-4.8	·
O=C(N/N=C\c1cccs1)c1ccccc1-n1cccc1	-23.8	-14.4%	-2.7	-4.1%	-0.1%	17.4	3.0%	7.9%	-10.6%	-6.6	0.5
COc1ccc(OC)c(NC(=O)CNC(=O)c2cccs2)c1	7.2	4.0%	-6.8	-0.1%	0.0%	-10.7	-14.6%	0.3%	2.0%	1.4	0.5
O=C1C2ON(c3ccccc3)C(c3ccccc3F)C2C(=O)N1c1ccccc1 (stereo not given)	1.1	3.3%	2.0	0.2%	0.0%	-0.1	1.5%	3.5%	1.3%	-1.9	0.3
O=C(O)/C=C\c1cccc(-n2cnnn2)c1	-4.3	1.4%	1.1	6.5%	-0.1%	9.1	-2.7%	1.3%	0.9%	-28.6	2.0
CCc1nccn1CCC(=O)N1CCCC(N2CCN(c3ccccc3C)CC2)C1 (stereo not given)	1.4	0.3%	-4.7	0.0%	4.1%	12.9	?	5.8%	-8.6%	6.6	-0.7
Cc1ccc(C(=O)N2CCN(C)CC2)cc1[N+](=O)[O-]	1.4	-2.4%	1.8	1.4%	0.1%	0.2	2.8%	-2.3%	-0.2%	-11.3	-0.6
O=C(NCCc1c[nH]c2ccccc12)OCCCCOC(=O)NCCc1c[nH]c2ccccc12	4.9	·	-7.4	-0.1%	0.0%	-9.6	·	·	·	13.7	·
c1ccc2c(c1)[nH]c1nc(SCCN3CCOCC3)nnc12	6.3	-11.7%	7.0	0.3%	-0.4%	-0.1	-8.2%	-1.1%	-3.3%	-8.7	1.6
Cn1c(=O)c(=O)n(C)c2cc([N+](=O)[O-])c([N+](=O)[O-])cc21	0.2	1.5%	-0.6	-0.9%	-0.2%	-15.5	15.9%	-2.3%	-2.6%	-12.9	-3.6
Cc1nnc(SC(C)C(=O)Nc2ccc(Cl)cn2)n1Cc1ccccc1 (stereo not given)	27.1	1.4%	-2.4	-1.7%	0.1%	-6.7	5.6%	8.1%	?	3.4	2.3
CCOC(=O)Cc1csc(NC(=O)CSc2nnc(-c3ccc(OC)cc3)n2C)n1	-6.3	-2.6%	-0.9	0.5%	-0.5%	0.1	13.1%	1.3%	3.3%	18.6	2.9
COC(=O)c1cc(OC)c(OC)cc1NC(=S)Nc1cccc(Cl)c1	6.1	3.0%	-0.7	1.2%	-0.4%	-4.1	14.5%	0.4%	104.3%[activator]	0.3	0.6
CC(=O)Nc1ccc(-c2nc3c(C)cccc3[nH]2)cc1	-23.7	-2.2%	-4.5	0.8%	0.0%	1.5	9.7%	-1.9%	13.9%	-1.7	3.1
O=c1cc(N2CCN(c3ccccc3)CC2)[nH]c(=O)n1Cc1ccc(F)cc1	-5.7	-2.9%	·	1.2%	0.2%	-33.1	-1.9%	1.6%	-0.7%[11.7 µM]	3.8	1.3
Cc1ccc(C)c(-n2cc(CNCCCn3cccn3)c(-c3ccccc3)n2)c1	-4.5	7.5%	19.6	-4.5%	-0.4%	7.2	5.5%	11.1%	?	10.3	1.5
CC(c1ccc(F)cc1)n1c(Cn2ncc3ccccc3c2=O)n[nH]c1=S (stereo not given)	3.1	6.8%	17.3	1.9%	0.1%	-7.2	0.5%	-2.8%	-14.1%	15.4	11.9
Cc1sc(NC(=O)c2ccccc2F)c(CN2CCCCC2)c1C	-1.7	-7.5%	?	-4.0%	-0.9%	-19.4	6.5%	-2.0%	-10.3%	-2.7	1.4
c1ccc(-c2nnc(CN3CCN(C(c4ccccc4)c4ccccc4)CC3)o2)cc1	13.3	3.1%	17.0	3.2%	0.0%	-10.3	0.2%	1.3%	?	-9.8	-0.8
C=CCn1c(NCc2ccco2)nc2ccccc21	-3.4	-11.0%	-1.1	0.7%	-1.1%	15.1	9.2%	-1.4%	3.5%	-8.9	0.0
COc1ccccc1CC1CC(=O)N(c2ccccc2)C1=O (stereo not given)	-0.1	-1.0%	3.2	-1.0%	-0.2%	9.4	-2.0%	3.0%	-6.3%	-3.3	0.1
O=C(CSc1nnc(CNC(=O)c2cccs2)o1)Nc1ccc(Br)cc1	19.2	·	1.2	2.9%	-0.4%	6.4	5.9%	0.9%	·	-4.9	·
CCOc1ccccc1NC(=O)CNC(=O)N1CC(=O)Nc2ccccc21	-0.1	·	-3.9	-0.4%	0.0%	3.8	10.1%	-7.1%	·	1.5	·
Cc1c(C)c2ccc(OC(C)C(=O)N3CC[C@@]4(O)CCCC[C@H]4C3)cc2oc1=O (stereo not given in full)	-4.5	-0.4%	-0.9	-0.4%	-0.4%	-15.9	6.1%	·	-0.5%	5.1	-1.6
COc1ccc(OC)c(-c2csc(NC(=O)Cc3ccc(OC)c(OC)c3)n2)c1	16.2	-0.5%	?	-9.3%	-0.1%	-8.6	1.3%	-3.7%	?	-11.2	-2.0
Cc1ccsc1C(=O)OCC(=O)N1CCN(c2ccccc2)CC1	-5.3	·	·	2.3%	-1.1%	-13.1	·	·	·	-1.3	·
CCOc1ccc(C(c2nnnn2C(C)(C)C)N2CCN(C(=O)c3ccco3)CC2)cc1 (stereo not given)	-0.6	·	-2.6	0.9%	-0.4%	6.7	2.0%	4.2%	·	29.8	1.3
Cc1ccsc1C1Nc2ccccc2-c2nc3ccccc3n21 (stereo not given)	23.2	-17.3%	26.4	-5.0%	-0.5%	·	-0.1%	0.6%	?	-19.0	-24.5
O=C(Oc1cc(=O)oc2ccccc12)c1ccco1	-7.7	-0.1%	-1.5	3.0%	-0.7%	5.6	6.6%	2.3%	?	-9.8	5.2
O=C(O)c1ccc(/C=N/NC(=S)NC2CCCCC2)cc1	-13.1	7.0%	-0.7	4.8%	-0.3%	2.7	-2.8%	0.3%	2.5%	6.3	4.6
C=CCn1c(COc2ccc(OC)cc2)nc2ccccc21	13.8	-2.4%[11.5 µM]	9.5	-0.4%	-2.0%	-2.8	2.2%	7.0%	-9.7%	-4.9	-0.9
COc1ccc(/C=C(/NC(=O)c2ccccc2)C(=O)Nc2cccc(C(=O)O)c2)cc1	3.9	7.5%	0.3	-0.9%	0.0%	-5.2	4.1%	-3.7%	·	15.7	·
CCOc1ccc2[nH]c(C(=O)N/N=C/c3cccc(OC)c3OC)cc2c1	6.0	·	14.6	3.4%	-0.7%	-5.2	19.2%	-3.9%	?	-10.1	-2.7
COC(=O)NCCOc1cc(C)ccc1C	-9.9	-6.6%	-20.9	3.0%	-0.5%	9.0	3.3%	-3.4%	-2.4%	-5.2	1.8
CC(NC(=O)COC(=O)C12CC3CC(CC(O)(C3)C1)C2)c1ccccc1 (stereo not given)	-14.7	·	·	2.3%	-0.3%	-6.8	·	·	·	-3.3	·
Cc1ccc(C(=O)NNc2c3ccccc3nc3ccccc23)cc1	-5.1	-1.5%	?	?	-0.4%	-9.3	-0.8%	-1.4%	·	2.5	-8.0
CCOc1cc(/C=N/NC(=O)c2cccnc2)cc(Br)c1OCC(N)=O	-16.1	1.9%	1.4	3.2%	-1.0%	4.4	0.9%	0.8%	-19.4%	6.2	3.8
O=C(O)CSc1nnc(COc2cccc3ccccc23)n1Cc1ccccc1	-5.7	-1.2%	-2.2	3.3%	-0.1%	7.4	17.0%	8.5%	2.7%	-8.1	23.0
COc1ccc(Cc2nnc(NC(=O)C3CCCO3)s2)cc1OC (stereo not given)	-4.7	11.3%	-0.6	0.1%	0.0%	-4.7	-2.2%	1.5%	-0.8%	1.4	0.4
Cc1cc(NC(=O)c2sc(Nc3ccc(F)c(Cl)c3)nc2N)no1	5.3	·	0.8	0.2%	0.0%	10.0	2.1%	10.3%	?	1.3	0.7
CS(=O)(=O)N1CCN(CC(=O)NC2CCCCC2)CC1	-4.7	-3.1%	-1.2	2.2%	-0.2%	0.6	0.2%	-2.2%	14.6%	3.1	2.9
COC(=O)C1=C(C)N(c2ccc(C)c(C)c2)/C(=C/c2ccc(O)cc2)C1=O	6.6	2.0%	?	0.2%	-0.4%	-15.6	-1.8%	-2.0%	-24.2%	·	4.4
Clc1ccc(-n2nnc(-c3cccnc3)n2)cc1Cl	-3.9	-0.8%	-2.2	-3.3%	-0.5%	12.8	-17.7%	0.7%	-0.9%	-3.4	-3.4

Screens (PubChem BioAssay)

The list is partial; the hit share may differ from the screen's.
